Assay outcomes from PubChem.
mIDH1 inhibitor – blocks human mutant IDH1 R132H enzyme; 0.093% of 390,000 active; AID 602179; Potency, µM (doses to about 76.6 µM), inactives show at the highest dose activity change, negative = inhibition, most hits filed as inhibitors; IDH1-R132H enzyme, NADPH consumption, diaphorase/resazurin fluorescence; O75874; also: potency is read from the fitted curve at half-maximal effect; % is scaled to controls: 0 for no effect and ±100 for the full control effect; nearly all actives have a fitted effect of over 65% in size
Target sequence (O75874 whole entry R132H, stated change not applied): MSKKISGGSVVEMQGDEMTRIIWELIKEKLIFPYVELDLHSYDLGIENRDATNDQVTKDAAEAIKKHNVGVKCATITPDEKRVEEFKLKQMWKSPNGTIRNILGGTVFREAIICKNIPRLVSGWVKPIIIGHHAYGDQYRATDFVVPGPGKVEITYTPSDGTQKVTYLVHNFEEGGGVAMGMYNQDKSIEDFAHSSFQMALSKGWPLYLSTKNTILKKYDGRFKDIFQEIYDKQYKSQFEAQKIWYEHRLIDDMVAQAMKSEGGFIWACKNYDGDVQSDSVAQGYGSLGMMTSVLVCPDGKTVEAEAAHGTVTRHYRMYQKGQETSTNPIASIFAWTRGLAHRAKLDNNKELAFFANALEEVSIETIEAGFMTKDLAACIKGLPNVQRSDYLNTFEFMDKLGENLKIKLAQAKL
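IDH1-R132H (0.5 ug/mL dispensed) in pH 7.5 Tris buffer was preincubated 30 min with compound, then given a substrate mix of 0.016 mM NADPH and 2 mM alpha-KG for 80 min at room temperature; remaining NADPH was read by diaphorase/resazurin fluorescence.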
LDHA inh – blocks human lactate dehydrogenase A | P00338 | purified LDHA, NADH/diaphorase-resazurin fluorescence; stronger effect = lower value | activity change, % (values are at about 110 or 230 µM) | 0.15% of 480,000 active | AID 1347041; in the data active = activity change below about -30%; inconclusive = mostly about -25% to -30%;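 also: plate controls were DMSO wells for no effect and wells without enzyme for full effect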
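Enzyme activity of human lactate dehydrogenase 5 (2 nM; 0.06 mM NADH, 0.2 mM pyruvate, 5 min, RT) is measured via a resazurin/diaphorase fluorescence readout of residual NADH.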
TrxR1 substrate – rat thioredoxin reductase 1 substrate activity. purified TrxR1 substrate turnover, NADPH consumption readout. Potency, µM (highest dose often 114 µM), inactives show at the highest dose activity change, negative = substrate turnover. 0.01% of 390,000 active. AID 588456; also: potency is read from the fitted curve at half-maximal effect; % is scaled to controls: 0 for no effect and ±100 for the full control effect; nearly all actives have a fitted effect of over 50% in size
Target sequence (O89049 whole entry, looked up): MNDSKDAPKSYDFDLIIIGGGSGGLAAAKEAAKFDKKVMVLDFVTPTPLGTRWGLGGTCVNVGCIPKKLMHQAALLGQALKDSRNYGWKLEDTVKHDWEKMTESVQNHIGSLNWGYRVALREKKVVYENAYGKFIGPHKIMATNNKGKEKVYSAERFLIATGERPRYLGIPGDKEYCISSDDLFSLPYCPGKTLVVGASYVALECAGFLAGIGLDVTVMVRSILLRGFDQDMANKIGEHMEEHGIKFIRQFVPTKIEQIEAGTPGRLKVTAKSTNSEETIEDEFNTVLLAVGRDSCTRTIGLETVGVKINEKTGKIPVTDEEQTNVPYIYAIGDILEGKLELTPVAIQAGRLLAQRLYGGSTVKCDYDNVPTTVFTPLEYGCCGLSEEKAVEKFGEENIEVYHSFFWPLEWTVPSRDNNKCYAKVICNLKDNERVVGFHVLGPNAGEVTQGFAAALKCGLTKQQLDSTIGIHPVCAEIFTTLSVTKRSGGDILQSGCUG
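Rat TrxR1, dispensed at 90 nM, was prereduced with 400 uM NADPH (final) for 5 min at ~22 deg C, then incubated with compound 15 min before 400 uM selenite. A first-read NADPH fluorescence drop versus no-compound background flagged substrates.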
RXFP1 agonist – agonists of human relaxin receptor RXFP1. 0.3% of 370,000 active. Q9HBX9. Potency, µM (series often up to 57.5 µM), for inactives: at the highest dose activation, most hits filed as activators. HEK293T-RXFP1 cAMP TR-FRET, 30 min; response scale: percent of porcine relaxin response, buffer zero; also: potency is read from the fitted curve at half-maximal effect; % is scaled to controls: 0 for no effect and ±100 for the full control effect; nearly all actives have a fitted effect of over 60% in size; many of its hits are not listed in these tables
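cAMP rise read by TR-FRET after 30 min, 37C compound exposure (up to 58 uM) in RXFP1-transfected HEK293 cells with Ro 20174 present. EC50 from Hill-equation fits, with 29 nM porcine relaxin as 100% and buffer as basal.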
USP1 inh – inhibitors of human USP1/UAF1 deubiquitinase; Potency, µM (series often up to 57.1 µM), without a hit: top-dose activity change, negative = inhibition, actives largely listed as inhibitors; recombinant USP1/UAF1, Ub-Rhodamine cleavage fluorescence; O94782; 0.23% of 390,000 active; AID 743255; also: potency is read from the fitted curve at half-maximal effect; % is scaled to controls: 0 for no effect and ±100 for the full control effect; nearly all actives have a fitted effect of over 60% in size; inactives centre near -12
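High-throughput fluorogenic screen: 1nM USP1/UAF1 complex, Ub-Rho substrate 150nM final, 50mM HEPES pH 7.8 with 0.5mM EDTA, 0.1 mg/ml BSA, 1mM TCEP and 0.01% Tween-20.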
PI4K2A block – blocks human PI4K2A kinase activity | purified PI4K2A, ADP-Glo luminescence, 1 h; stronger effect = lower value | activity change, negative = inhibition, % at 76.9 µM | Q9BTU6 | 0.13% of 420,000 active; in the data active = activity change below about -50%; inconclusive = mostly about -30% to -49%;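 also: -100% = wells without enzyme as full effect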
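PI4K2A activity was measured by ADP-Glo luminescence: enzyme (4 ug/mL stock) and phosphatidylinositol (1.2 mM stock) in Tris pH 7.5/MgCl2/EGTA/Triton X-100 buffer were reacted with ATP (300 microM stock) for one hour at ambient temperature.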
Vif-APOBEC3G blk – Vif-A3G binding inhibition; Potency, µM (highest dose often 46.1 µM), without a hit: top-dose activity, negative = active, hits mostly inhibitors; Q9HC16; 0.076% of 410,000 active; HeLa A3G-eYFP + Vif (tagged APOBEC3G with the HIV-1 protein that degrades it), YFP fluorescence, overnight;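 also: potency is read from the fitted curve at half-maximal effect; % is scaled to controls: 0 for no effect and ±100 for the full control effect; nearly all actives have a fitted effect of over 60% in size; hits raise eYFP signal because A3G escapes Vif-driven loss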
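Read-out is eYFP fluorescence (Ex 488/Em 500-530) from Vif-expressing HeLa A3G-eYFP cells; more signal means A3G escaped Vif-mediated degradation. Cells plated overnight, compound pinned in, incubated overnight at 37 deg C.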
Vif-APOBEC3F blk – blocks the Vif interaction with APOBEC3F; 0.2% of 390,000 active; Potency, µM (series often up to 46.1 µM), for the others: at the highest dose activity, negative = active; AID 602313; HeLa A3F-eYFP + Vif (tagged APOBEC3F with the HIV-1 protein that degrades it), YFP fluorescence increase; also: potency is read from the fitted curve at half-maximal effect; % of control where 0% means no effect; nearly all actives have a fitted effect of over 65% in size
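HeLa cells stably expressing Vif plus C-terminally eYFP-tagged A3F were seeded, incubated overnight at 37 deg C, dosed with compound, incubated overnight again at 37 deg C. Yellow fluorescence (Ex 488/Em 500-530) reported blocked Vif-mediated A3F-eYFP degradation.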
GRP78 ERSR act – inducers of ER stress response in human glioma cells. U87-MG GRP78 promoter luciferase reporter, 16 h. Potency, µM, inactives show top-dose activation, usual class: activators. 0.02% of 420,000 active; also: potency is read from the fitted curve at half-maximal effect; series mostly up to about 76 µM; % of control where 0% means no effect; nearly all actives have a fitted effect of over 35% in size
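Stably transfected U87-MG human glioma cells carrying a GRP78-based luminescent sensor were seeded at 1000 cells/well, pin-dosed with compounds and incubated 16 h. Luciferase reagent was then added, and end-point luminescence was read after 10 min at room temperature.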
* marks the source's active call; other numbers are inactive results; ? = inconclusive; · = no result given; & = joins results of further samples; [ ] = dose if it differs, or a comment. Unless noted, calls follow the shape of the dose curve; as a rule, active = well fitted curve in the direction sought with a large enough effect; inconclusive = small, poorly fitted or top-dose-only effect, or another doubt; inactive = no such curve, though single readings can be large; an effect the other way counts as inactive or inconclusive. Some of the compounds tested, so the mix of outcomes need not match the whole.

Molecule	mIDH1 inhibitor	LDHA inh	TrxR1 substrate	RXFP1 agonist	USP1 inh	PI4K2A block	Vif-APOBEC3G blk	Vif-APOBEC3F blk	GRP78 ERSR act
COCCN(C(=O)CSc1nnc(-c2ccccc2F)o1)c1c(N)n(CC(C)C)c(=O)[nH]c1=O	-1%	-4	-3%[57.1 µM]	1.6%	-15%	-3	5%	4%	-4%
COC(=O)[C@]1(C)N[C@H](CN(C)C(=O)Nc2ccccc2)[C@@H]2C(=O)N(C)C(=O)[C@@H]21	13%	3	10%	·	-20%	-2	2%	0%	-2%
O=C(O)C1CCCCC1C(=O)Nc1ccccc1F (configuration not stated)	1%	-5	7%[57.1 µM]	0.8%	0%	8	3%	-1%	0%
N#Cc1ccc(OCC(=O)N/N=C(\CCC(=O)O)c2cccs2)cc1	0%	-8	-10%	3.1%	-12%	-1	-6%	5%	-3%
NC(=O)NC(=O)CSc1cccc(C(F)(F)F)c1	6%	-9	11%	-1.5%	?	-1	0%	-4%	-3%
CN(C)C(=O)CCC(=O)N1CCCC(C(=O)c2ccc3c4c(cccc24)CC3)C1 (configuration not stated)	-9%	-1	20%	0.0%	-5%	2	-6%	-14%	1%
CCN(CC)CCOC(=O)c1ccc(NC(=O)c2nn(C)c3c2COc2ccccc2-3)cc1	-4%	-3	6%	-4.3%	?	-3	-1%	-22%	0%
O=C(NN1CCCCC1)c1cnn2c(C(F)F)cc(-c3ccccc3)nc12	2%	-8	3%	2.3%	-22%	-3	-7%	5%	-1%
CC1COC(=C2C(=O)OCC2C)C1 (configuration not stated)	-1%	-6	·	·	-24%	-5	-1%	-10%	-3%
CCN(CC)S(=O)(=O)c1ccc(NC(=S)NC(=O)CC(C)C)cc1	0%	0	-7%	0.6%	-6%	4	0%	-7%	-5%
O=C(NCCSc1ccc(Br)cc1)c1ccc2nc[nH]c2c1	7%	7	9%	-0.5%	-17%	-3	-6%	-8%	1%
CC(C)(C)c1ccc(OCC(=O)N(c2ccccn2)C2CCCCC2)cc1	0%	-7	-7%[57.1 µM]	-0.6%	-15%	-2	0%	-18%	-2%
Cn1ccc2c(-c3cccc(C=O)c3)cc3c(c21)C1CCC3C1 (configuration not stated)	·	1	·	·	·	-1	-6%	·	-4%
O=C(NCCc1ccc(Cl)cc1)C1(c2cccs2)CCOCC1	11%	-7	-5%[57.1 µM]	-0.1%	1%	-2	2%	3%	-3%
COP(=O)(c1ccc(N(C)C)cc1)C(O)c1ccccc1 (configuration not stated)	3%	0	20%[57.1 µM]	-0.1%	-6%	3	7%	-5%	-4%
COc1ccc(N2CCN(S(=O)(=O)c3cnc[nH]3)CC2)cc1	6%	-1	7%	-0.4%	-7%	1	4%	?	0%
Cc1cnc(C(=O)Nc2ccccc2F)cn1	0%	-3	-2%	-0.3%	-7%	-21	0%	3%	-7%
COc1cccc(NC(=O)CN(C)S(=O)(=O)c2cccs2)c1	-5%	-6	0%	4.3%	?	3	0%	-1%	0%
O=C(Cn1nc(Cc2cccnc2)c2ccccc2c1=O)Nc1cc(F)ccc1F	3%	-19&-1	1%	-3.1%	-19%	6	-1%	1%	-1%
COc1ccc(CN2CCSCC2)cc1O	5%	-11	7%[57.1 µM]	0.1%	-10%	7	-2%	10%	-5%
COc1ccc(S(=O)(=O)N(Cc2cccs2)C2CCCC2)cc1	2%	-3	4%	0.5%	-3%	7	-15%	-20%	3%
COC(=O)Nc1ncc(CN2CCC(c3ccccc3)CC2)s1	1%	1	12%[57.1 µM]	0.0%	-17%	0	1%	0%	-5%
O=C(NCc1cccs1)C1CCN(S(=O)(=O)c2cccc3nsnc23)CC1	1%	-9	-4%	-1.3%	-13%	-5	1%	-1%	-4%
N#Cc1c(NC(=O)C(=O)NCCCN2CCOCC2)sc2c1CCC2	4%	2	-7%	-0.4%	-16%	-2	4%	4%	-4%
C#CCNC(=O)C1=C[C@@H](C)C[C@@H](OCc2ccc(CO)cc2)O1	-13%	-1	-6%	1.1%	-5%	0	3%	6%	1%
Cc1ccc(C)c(N2CCN(C(=O)c3cc(S(=O)(=O)N4CCCCCC4)cn3C)CC2)c1	-4%	-1	-2%[57.1 µM]	-0.6%	-24%	0	5%	0%	1%
CCc1ccc2[nH]c3nc(SCc4nnc(-c5ccc(C)cc5)o4)nnc3c2c1	3%	-1	-9%	-0.5%	-14%	5	8%	-1%	-11%
O=C1c2ccccc2C(=O)N1CCC#Cc1ccc2cc(C3(O)CCCCC3)oc(=O)c2c1	-5%	0	3%	3.5%	-18%	-4	0%	-8%	-2%
CC(=O)Nc1ccc(S(=O)(=O)N2CCCc3ccccc32)cc1	2%	2	8%	0.4%	-14%	4	?	-4%	-5%
COc1cccc(C2=NOC(C(=O)Nc3cc(OC)c(OC)c(OC)c3)C2)c1 (configuration not stated)	-1%	-4	4%	0.8%	-16%	4	0%	-1%	-3%
COC(=O)c1ccccc1NC(=O)CSc1nnc(-c2cccnc2)n1N	-2%	-3	4%	1.8%	7%	1	1%	5%	-2%
COc1ccc(C2(C(=O)N3CCCC3)CCOCC2)cc1OC	-4%	-4	5%	2.2%	-13%	1	-1%	-1%	-2%

The final 2 records of the section before are carried over, then new ones follow.
Molecule	mIDH1 inhibitor	LDHA inh	TrxR1 substrate	RXFP1 agonist	USP1 inh	PI4K2A block	Vif-APOBEC3G blk	Vif-APOBEC3F blk	GRP78 ERSR act
COC(=O)c1ccccc1NC(=O)CSc1nnc(-c2cccnc2)n1N	-2%	-3	4%	1.8%	7%	1	1%	5%	-2%
COc1ccc(C2(C(=O)N3CCCC3)CCOCC2)cc1OC	-4%	-4	5%	2.2%	-13%	1	-1%	-1%	-2%
CC(=O)Nc1cccc(-c2ccnc3c2CC(C(=O)Nc2cccc(NS(C)(=O)=O)c2)O3)c1 (configuration not stated)	·	-4	·	·	·	0	-2%	·	-4%
FC(F)(F)c1cccc(NC(=S)N2CCCC2)c1	3%	-2	11%[57.1 µM]	2.2%	-15%	4	1%	0%	-3%
CCOC(=O)c1cc(S(=O)(=O)N2CCN(c3cccc(OC)c3)CC2)[nH]n1	20%	6	5%[57.1 µM]	0.1%	-29%	6	3%	5%	-6%
COc1ccc(CNC(=O)c2ccc3oc(C(C)C)nc3c2)cc1	6%	-3	11%	-2.4%	-20%	0	-7%	-1%	2%
NS(=O)(=O)c1ccc(NC(=O)CCC(=O)c2ccc(Cl)s2)cc1	-1%	-2	-4%	3.2%	-22%	-1	0%	20%	-1%
Cc1cc(NS(=O)(=O)c2ccc(NC(=O)c3cnc4scc(C)n4c3=O)cc2)nc(C)n1	-12%	-11	2%[57.1 µM]	5.8%	-21%	0	0%	4%	-5%
C=CCN1C(=O)C(Cc2ccc(C)cc2)S/C1=N/N=C/c1ccco1 (configuration not stated)	0%	-1	-1%	-0.2%	0%	-3	0%	-6%	0%
CC(C)(C)c1ccc(OCc2ccc(C(=O)NN)o2)cc1	7%	0	3%	2.8%	-20%	-4	1%	0%	0%
CCCCNC(=O)C1(C)CCCCN1C(=O)c1cc(-c2ccccc2)cs1 (configuration not stated)	·	-8	·	·	·	-1	0%	·	-2%
Cc1ccc(Sc2nc(-c3ccccc3)ccc2C#N)cc1	1%	0	3%[57.1 µM]	13%	-27%	4	-1%	-14%	-4%
CC12CCC(=O)N1C(C(=O)OCC(=O)Nc1ccc(Cl)c(Cl)c1)CS2 (configuration not stated)	7%	-6	-7%	1.6%	-19%	0	-1%	-1%	-5%
COc1ccc(-c2[nH][nH]c(=O)c2NC(=O)c2ccc([N+](=O)[O-])cc2)cc1	·	-2	·	·	·	?	0%	·	-1%
CCC1Oc2ccc(C)cc2N(CC(=O)N2CCN(c3ccc(F)cc3)CC2)C1=O (configuration not stated)	2%	-3	3%	-0.9%	-1%	2	2%	1%	3%
CCOc1ccc(Nc2c(S(=O)(=O)c3ccc(C)cc3)cnc3ccc(F)cc23)cc1	6%	6	0%	1.6%	-2%	-3	-1%	-2%	-4%
CC1CCCC(C)N1C(=O)c1ccc(S(=O)(=O)N2CCCC2)cc1 (configuration not stated)	-1%	-3	4%	0.0%	-7%	1	0%	7%	-4%
